From PubChem
Anesthetic bind = qHTS Assay for Identification of Novel General Anesthetics | apoferritin/1-aminoanthracene competitive binding, fluorescence | Potency, µM (doses to about 77.5 µM), inactives show top-dose activity change, negative = displacement, actives largely listed as inhibitors | 350,000 tested, 0.074% active | Ferritin light chain (Equus caballus), P02791; also: potency is read from the fitted curve at half-maximal effect; % is scaled to controls: 0 for no effect and ±100 for the full control effect; nearly all actives have a fitted effect of over 20% in size
Target sequence (P02791 2-175 limits assumed): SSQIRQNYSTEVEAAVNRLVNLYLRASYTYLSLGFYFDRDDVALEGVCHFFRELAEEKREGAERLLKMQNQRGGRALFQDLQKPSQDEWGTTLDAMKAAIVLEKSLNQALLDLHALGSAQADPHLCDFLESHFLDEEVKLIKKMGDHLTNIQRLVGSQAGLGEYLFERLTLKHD
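In PBS, apoferritin at 10 uM is loaded with 1-AMA from a 50% saturated solution. After 10 min of compound exposure at ambient temperature, reduced 535 nm fluorescence indicates probe displacement.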
PGK inhibitor = qHTS Assay to Find Inhibitors of Phosphoglycerate Kinase; Phosphoglycerate kinase, glycosomal (Trypanosoma brucei brucei), P07378; PGK/GAPDH coupled, Kinase-Glo luminescence, 60 min; Potency, µM (series often up to 57.5 µM), for inactives: at the highest dose activity change, negative = inhibition, usual class: inhibitors; 380,000 tested, 0.043% active; also: potency is read from the fitted curve at half-maximal effect; % is scaled to controls: 0 for no effect and ±100 for the full control effect; nearly all actives have a fitted effect of over 60% in size
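Recombinant glycosomal PGK reaction used 1,3-bisphosphoglycerate generated in-well by GAPDH (100nM final) in 100mM TEA pH 7.6, 5mM MgCl2, 0.01% Tween-20. After 60 minutes at room temperature, ATP was read by Kinase-Glo Plus luminescence end-point.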
POLB inh = qHTS Assay for Inhibitors of DNA Polymerase Beta; Potency, µM (titrated, usually from 114 µM), for the others: at the highest dose activity change, negative = inhibition, usual class: inhibitors; AID 485314, 2010; Pol beta primer extension/strand displacement, fluorescence kinetic; P06746; 340,000 tested, 1.3% active; also: potency is read from the fitted curve at half-maximal effect; % is scaled to controls: 0 for no effect and ±100 for the full control effect
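Kinetic readout of DNA synthesis with strand displacement by Pol beta. Compound and 10 nM enzyme sit 15 min at room temperature; 50 nM substrate starts the reaction, read immediately and at 10 min.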
APE1 inh = qHTS Assay for Inhibitors of the Human Apurinic/apyrimidinic Endonuclease 1 (APE1). recombinant APE1, TAMRA/BHQ-2 abasic DNA cleavage fluorescence. Potency, µM (series often up to 65.8 µM), for inactives: at the top dose activity change, negative = inhibition, usual class: inhibitors. 350,000 tested, 0.35% active;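 also: potency is read from the fitted curve at half-maximal effect; plate controls were vehicle for no effect and reference inhibitor for full effect; nearly all actives have a fitted effect of over 55% in size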
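Readout is kinetic fluorescence (ex 525, em 598 nm) from cleavage of 50 nM TAMRA/BHQ-2 THF abasic duplex by 0.75 nM APE1, compound added 15 min beforehand at RT.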
Pol kappa inh = qHTS for Inhibitors of Polymerase Kappa | AID 588579, 2011 | Potency, µM (titrated, usually from 107 µM), for the others: at the top dose activity, negative = inhibition, most hits filed as inhibitors | 400,000 tested, 0.53% active | purified Pol kappa, fluorescent DNA synthesis assay, 10 min | DNA polymerase kappa (Homo sapiens), Q9UBT6; also: potency is read from the fitted curve at half-maximal effect; % is scaled to controls: 0 for no effect and ±100 for the full control effect
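Readout: fluorescence, taken kinetically at 0 and 10 min. Conditions: 10 nM Pol kappa, 15 min RT compound preincubation, 50 nM substrate final. Controls: enzyme-free buffer wells.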
RXFP1 antagonist = qHTS Assay for Antagonists of the Relaxin Receptor RXFP1. Relaxin receptor 1 (Homo sapiens), Q9HBX9. HEK293-RXFP1, relaxin-stimulated cAMP HTRF, 30 min; active compounds read low. activity change, negative = inhibition, % at 57.5 µM. 350,000 tested, 0.59% active;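 active = activity change of -60% or lower, but not beyond a set lower limit; inconclusive = change between -60% and -40%, or beyond the set limit; inactive = change above -40%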; also: % is scaled to controls: 0 for no effect and ±100 for the full control effect
POLI inh = qHTS for Inhibitors of Polymerase Iota; DNA polymerase iota (Homo sapiens), Q9UNA4; Pol iota fluorescent replication assay, 10 min; Potency, µM (titrated, usually from 115 µM), inactives show at the highest dose activity, negative = inhibition, actives largely listed as inhibitors; AID 588590, 2011; 390,000 tested, 1% active; also: potency is read from the fitted curve at half-maximal effect
Target sequence (Q9UNA4 whole entry, looked up): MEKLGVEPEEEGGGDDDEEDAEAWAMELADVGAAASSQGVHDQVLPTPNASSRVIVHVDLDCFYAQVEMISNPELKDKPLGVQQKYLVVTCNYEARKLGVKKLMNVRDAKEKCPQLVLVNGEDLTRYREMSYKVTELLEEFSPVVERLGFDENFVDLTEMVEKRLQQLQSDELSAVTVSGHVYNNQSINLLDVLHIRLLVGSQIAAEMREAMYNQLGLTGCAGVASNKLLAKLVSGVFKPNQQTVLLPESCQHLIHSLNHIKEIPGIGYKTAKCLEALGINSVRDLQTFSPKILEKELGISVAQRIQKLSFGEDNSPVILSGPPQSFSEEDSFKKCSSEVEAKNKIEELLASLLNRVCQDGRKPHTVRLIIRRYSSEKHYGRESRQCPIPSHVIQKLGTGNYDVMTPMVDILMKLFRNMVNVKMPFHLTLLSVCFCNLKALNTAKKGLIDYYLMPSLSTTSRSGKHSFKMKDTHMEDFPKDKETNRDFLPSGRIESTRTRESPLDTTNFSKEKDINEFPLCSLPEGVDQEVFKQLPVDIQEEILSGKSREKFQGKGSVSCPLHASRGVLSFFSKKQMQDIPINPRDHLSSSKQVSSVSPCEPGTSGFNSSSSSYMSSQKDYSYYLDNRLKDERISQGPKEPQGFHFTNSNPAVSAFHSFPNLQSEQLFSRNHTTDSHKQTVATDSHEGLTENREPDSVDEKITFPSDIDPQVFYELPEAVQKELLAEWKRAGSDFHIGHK
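Pol iota at 10 nM preincubated 15 min with compounds at room temperature; reaction started with fluorescent substrate, 50 nM final. Fluorescence read kinetically at 0 and 10 min; buffer-only wells as negative control.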
Pol eta inh = qHTS for Inhibitors of Polymerase Eta | DNA polymerase eta (Homo sapiens), Q9Y253 | recombinant Pol eta, fluorescent DNA replication assay | Potency, µM (doses to about 114 µM), for the others: at the highest dose activity change, negative = inhibition, most hits filed as inhibitors | 390,000 tested, 1.2% active | AID 588591, 2011; also: potency is read from the fitted curve at half-maximal effect; % is scaled to controls: 0 for no effect and ±100 for the full control effect
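Pol eta at 10 nM preincubated with compounds 15 min at room temperature; reaction started with fluorescent substrate (50 nM final) and read kinetically at 0 and 10 min.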
BLM helicase inh = qHTS Assay for Inhibitors of Bloom's syndrome helicase (BLM); recombinant BLM DNA unwinding, fluorescence dequenching; Potency, µM (doses to about 56.1 µM), inactives show top-dose activity change, negative = inhibition, usual class: inhibitors; 350,000 tested, 0.2% active; AID 2528, 2010;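 also: potency is read from the fitted curve at half-maximal effect; plate controls were vehicle for no effect and no enzyme for full effect; nearly all actives have a fitted effect of over 35% in size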
Numbers without * were called inactive; i = inactive; ? = inconclusive; nt = not tested or not shown; & = joins results of further samples; [ ] = another dose, or the depositor's remark. Unless noted, calls follow the shape of the dose curve; as a rule, active = well fitted curve in the direction sought with a large enough effect; inconclusive = small, poorly fitted or top-dose-only effect, or another doubt; inactive = no such curve, though single readings can be large; an effect the other way counts as inactive or inconclusive.

SMILES	Anesthetic bind	PGK inhibitor	POLB inh	APE1 inh	Pol kappa inh	RXFP1 antagonist	POLI inh	Pol eta inh	BLM helicase inh
CC(NC(=O)c1ccc2c(c1)OCO2)C1CCCO1 (stereo not given)	-11%	0%	-10%	-2%	-2%	-3	-22%	-11%	-4%
COc1ccc(C(c2oc(CO)cc(=O)c2O)c2oc(CO)cc(=O)c2O)cc1	-4%	-9%	6%	-3%	-6%	3	31%[activator]	-19%	-1%
CCCN(CCC)CCCNC(=O)C1CCC(CNS(=O)(=O)c2ccc(NC(C)=O)cc2)CC1 (stereo not given)	-7%	-11%	5%	nt	-10%[60.1 µM]	4	-9%	-3%	4%
CCCCC(=O)Nc1c(O)c2ccccc2[nH]c1=O	37%[activator]	i	-16%	2%	5%	-20	14%	-3%	-2%
O=C(CNS(=O)(=O)c1ccccc1)N1CCN(Cc2ccccc2)CC1	-2%	-10%	29%	11%	-2%	-1	16%	-21%	-1%
Cc1ccc(S(=O)(=O)c2c(Nc3ccccc3)sc(C(=O)c3ccc4c(c3)OCO4)c2N)cc1	143%[activator]	-2%	-1%	nt	-11%[60.1 µM]	nt	-10%	3%	-6%
Cc1ccccc1CNC(=O)c1cc(COc2ccc(F)cc2F)on1	?	5%	19%	5%	-16%	9	-17%	-11%	-10%
COc1cc(C(=O)Nc2ccc3c(c2)CCCN3C(=O)c2ccco2)c([N+](=O)[O-])cc1OC	nt	-2%	nt	0%	-11%	-9	16%	0%	nt
COC(=O)CC/C(O)=C1/C(=N)CC(C)(C)CC1=O	-4%	6%	4%	17%	-6%	-8	-1%	-8%	2%
O=C(NC1CCN(S(=O)(=O)c2ccc(F)cc2)CC1)c1cccc(F)c1	-1%	-4%	0%	17%	-6%	-6	21%	-16%	-2%
C[C@@H]1C(=O)O[C@H]2[C@H](O)[C@@]34[C@H]5C[C@@H](C(C)(C)C)[C@]36[C@@H](OC(=O)[C@@H]6O)O[C@@]4(C(=O)O5)[C@@]12O	-3%	-8%	11%	4%	-24%	-2	26%	-17%	2%
CC(C)CC(C(=O)NC(=O)NCc1ccccc1)N1C(=O)c2ccccc2C1=O (stereo not given)	?	-6%	-2%	0%	-10%	-2	6%	-12%	-7%
CC(Oc1ccc(Br)cc1)C(=O)NCC(c1ccco1)N1CCCCC1 (stereo not given)	nt	2%	nt	-3%	-5%	0	5%	-10%	nt
CCOCCCNCc1c(Cl)cccc1Cl	-2%	-2%	?	3%	-14%	-7	5%	-15%	7%
CC(C)Cc1cc(C(=O)N2CCN(C(c3ccccc3)c3ccccc3)CC2)no1	41%[activator]	5%	-7%	-2%	-4%	?	-14%	-25%	-10%
COc1ccc(-n2c(C)nc3cc(C(=O)NCc4ccco4)ccc32)cc1	-15%	-8%	12%	1%	-11%	-5	5%	?	-9%
COc1ccc(C(=O)OCCN2CCCCC2)cc1	-5%	-3%	28%	-4%	-6%	2	-2%	-19%	2%
COC(=O)CCN(C(=O)c1cccc([N+](=O)[O-])c1)c1ccccn1	-7%	0%	?	-4%	-10%	2	5%	0%	-6%
O=C1N[C@@H](c2ccccc2)COC(=O)[C@@H](Cc2ccc(F)cc2)CC/C=C/C[C@@H]1CC(=O)N(CCO)Cc1ccccc1	nt	0%	nt	-25%	-5%	nt	-6%	-21%	nt
Cc1ccc(S(=O)(=O)n2ccc(=O)[nH]2)cc1	-4%	-3%	16%	4%	-10%	nt	?	-14%	2%
Cc1ccc(NC(=S)N/N=C2\CCCCC2C)cc1 (stereo not given)	-13%	-1%	27%	-8%	-3%	-6	60%[activator]	-12%	-6%
O=C(Nc1cc2c(cc1Cl)OCCCO2)c1ccccc1	-9%	12%	2%	5%	-1%	-14	4%	7%	0%
COc1cc(Cl)c(NS(=O)(=O)c2cc3[nH]c(=O)c(=O)[nH]c3cc2C)c(OC)c1	?	2%&-3%	2%&3%	-3%	-6%&1%	-3&4	-29%&30%	-1%&-15%	1%&-2%
COc1ccc(N2CCN(c3ncnc4nc[nH]c34)CC2)cc1	-5%	-2%	4%	-8%	5%	nt	13%	-6%	0%
CCOc1ccc(NC(=O)CSc2nnc(-c3ccco3)n2C)cc1	-14%	2%	13%	?	-7%	6	1%	?	-1%
CCOC(=O)C1(CCC(=O)OCc2ccccc2)CCCCC1=O (stereo not given)	nt	-6%	nt	nt	-5%	-7	-20%	-13%	nt
Cc1cccc(C)c1OCc1cc(C(=O)NC2CCC(O)CC2)no1 (stereo not given)	-4%	i	13%	14%	1%	-3	0%	2%	-3%
O=C(NNS(=O)(=O)c1ccccc1[N+](=O)[O-])c1cc2ccccc2cc1O	3%	-9%	?	45%[activator]	-8%	2	?	-11%	1%
O=C(CN1CCC(NC(=O)Nc2ccccc2)CC1)Nc1cccc([N+](=O)[O-])c1	-9%	3%	0%	4%	-18%	-7	127%[activator]	-22%	-4%
Cc1cccc(CNc2cc(-c3cccc(NS(C)(=O)=O)c3)ncn2)c1	-15%	nt	nt	-3%	-16%[60.1 µM]	nt	nt	nt	-1%

A few values from the list:
CCOC(=O)C1(CCC(=O)OCc2ccccc2)CCCCC1=O (stereo not given) | PGK inhibitor = -6%
COc1ccc(N2CCN(c3ncnc4nc[nH]c34)CC2)cc1 | Pol kappa inh = 5%
Cc1cccc(CNc2cc(-c3cccc(NS(C)(=O)=O)c3)ncn2)c1 | BLM helicase inh = -1%

Next section.
SMILES	Anesthetic bind	PGK inhibitor	POLB inh	APE1 inh	Pol kappa inh	RXFP1 antagonist	POLI inh	Pol eta inh	BLM helicase inh
O=C(CCC(=O)OCC(=O)c1ccc(Br)cc1)NC1CCCCC1	?	-14%	2%	-2%	5%	1	-5%	-11%	2%
Cc1nc(-c2ccccc2)c(-c2ccccc2)[nH]1	-5%	6%	-21%	?	-19%	6	3%	-1%	5%
Cc1cc(-c2[nH]nc3c2C(c2ccc(Cl)cc2)C(C#N)=C(N)O3)c(C)s1 (stereo not given)	-10%	-2%	-14%	8%	-19%	3	-1%	2%	-12%
CCN(C1CCCCC1)S(=O)(=O)c1cn(C)c(=O)n(C)c1=O	2%	-3%	1%	8%	-8%	5	-16%	1%	-2%
Cc1ccc(S(=O)(=O)/C(=C\N(C)C)c2cnc(Cl)s2)cc1	-5%	-10%	10%	-1%	-6%	-8	76%[activator]	-16%	-3%
COCCNC(=O)CN(C(=O)c1ccc(N2CCCC2)nc1)c1ccc(F)c(Cl)c1	-8%	10%	26%	3%	2%	-15	17%	-6%	2%
Cc1ccc(CNc2nnnn2C)cc1	28%	-10%	14%	32%	-11%	-2	28%	-19%	-2%
Cc1c(C(=O)NNC(=S)Nc2cccc(Cl)c2)nnn1-c1ccccc1	-9%	3%	2%	13%	-12%	-17	28%	-19%	3%
COc1ccc(CN2CN(c3ccc(Cl)cc3)C(=O)N(n3cnnc3)C2)cc1	-10%	-3%	18%	-3%	10%	11	18%	-11%	-12%
CCc1cc2c(SCC(=O)C(C#N)=C3N(C)c4ccccc4N3C)ncnc2s1	-3%	-2%	9%	7%	-8%	8	2%	-1%	-3%
Cc1cc(C(=O)NNC(=S)NC(C)c2ccccc2)c2ccccc2n1 (stereo not given)	-10%	-1%	29%	11%	-19%	-16	-8%	-7%	-2%
O=C(O)C1CCN(S(=O)(=O)c2ccc(Cl)s2)CC1	nt	-9%	nt	26%	-2%	7	30%	-20%	nt
Cc1csc2ncnc(NNC(=O)c3ccc(Cl)cc3)c12	-8%	-4%	?	11%	-7%	-22	26%	-16%	-9%
Cc1ccc(N2C(=O)CSC23C(=O)N(CC(=O)NCCc2ccccc2)c2ccccc23)cc1C (stereo not given)	-10%	-8%	-1%	nt	-3%	nt	36%[activator]	-14%	-2%
COc1ccc(CCNC(=O)C(=O)N2CCCC2)cc1OC	10%	4%	9%	2%	3%	-6	180%[activator]	-8%	2%
COc1ccccc1OCCC(=O)N1CCN(c2ccccc2OC)CC1	-6%	-2%	-7%	-4%	-19%	-13	-9%	-2%	-5%
C/C(=N/NC(N)=S)c1ccc(Br)s1	-23%	2%	1%	7%	-21%	0	24%	-18%	-3%
COc1ccc(C(=O)NC2c3ccccc3-c3ccccc32)cc1	8%	-7%	-12%	3%	6%	0	26%	-16%	0%
Nc1nc(NC(=O)c2cccc(S(=O)(=O)N3CCCCCC3)c2)nc(-c2ccccc2)n1	?	-4%	26%	-4%	-3%	-31	-1%	3%	-1%
COc1ccc(CNC(=O)C(=O)c2cn(CC(=O)N3CCOCC3)c3ccccc23)cc1	-14%	-6%	0%	12%	-25%	-2	2%	-4%	1%
COC(=O)C(NC(C)=O)(Nc1ccc(Br)cn1)C(F)(F)F (stereo not given)	-8%	-10%	-14%	1%	12%	11	21%	-4%	0%
COc1ccccc1NS(=O)(=O)c1cccc(C(=O)N2CCN(Cc3ccc4c(c3)OCO4)CC2)c1	nt	-8%	nt	42%	-1%	-19	22%	-16%	nt
CCc1c(C)sc2c1CCN(C(=O)Nc1cc(C)ccc1C)C2c1ccc(OC)cc1 (stereo not given)	9%	-9%	-21%	nt	1%[60.1 µM]	-21	40%[activator]	-27%	-7%
CCOc1ccc2nc(N3CCC(C(=O)Nc4c(C)cccc4C)CC3)sc2c1	3%	-1%	0%	nt	-20%	-7	11%	-12%	-1%

Not all compounds are listed; the hit share may differ from the screen's.
